Source: PubChem
TSHR antagonist: human thyrotropin receptor antagonism. P16473. TSHR-expressing cells, TSH-stimulated cAMP HTRF, 2 h; stronger effect = lower value. activity change, negative = inhibition, % at 11.5 µM. actives 0.2% (n = 330,000);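 active = activity change below a set negative limit, meaning inhibition stronger than a set level, cut at about -70% in these data; inconclusive = activity change between two set negative limits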; also: % is scaled to controls: 0 for no effect and ±100 for the full control effect
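Freshly harvested TSHR cells receive pin-tooled compound, then EC80 TSH at 4nM final. After 2 hours at 37 deg C, antibody in lysis buffer and cAMP-d2 are added; 30 minutes at ambient temperature precede the HTRF read.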
S-ASM inh: human S-ASM enzyme inhibition. Potency, µM (series often up to 57.5 µM), inactives show at the highest dose activity change, negative = inhibition, most hits filed as inhibitors. P17405. AID 504937. actives 0.006% (n = 340,000). placental ASM, HMU-PC fluorogenic substrate, 60 min; also: potency is read from the fitted curve at half-maximal effect
Target sequence (P17405 47-631 limits assumed): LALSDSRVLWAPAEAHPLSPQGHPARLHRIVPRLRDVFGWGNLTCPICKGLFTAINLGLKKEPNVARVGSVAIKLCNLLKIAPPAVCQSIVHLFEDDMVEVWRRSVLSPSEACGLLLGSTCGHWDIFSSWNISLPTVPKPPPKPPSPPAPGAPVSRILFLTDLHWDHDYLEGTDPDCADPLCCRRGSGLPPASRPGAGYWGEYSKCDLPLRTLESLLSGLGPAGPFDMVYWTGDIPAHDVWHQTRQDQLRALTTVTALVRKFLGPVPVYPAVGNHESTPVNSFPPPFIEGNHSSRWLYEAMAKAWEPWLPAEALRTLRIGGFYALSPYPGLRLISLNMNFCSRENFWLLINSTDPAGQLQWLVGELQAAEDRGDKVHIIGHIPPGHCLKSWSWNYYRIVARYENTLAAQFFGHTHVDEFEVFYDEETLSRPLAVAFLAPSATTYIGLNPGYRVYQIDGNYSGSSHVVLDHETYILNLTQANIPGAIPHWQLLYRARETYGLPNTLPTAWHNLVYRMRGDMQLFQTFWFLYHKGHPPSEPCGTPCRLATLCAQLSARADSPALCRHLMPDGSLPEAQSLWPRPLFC
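Human placenta-derived ASM preincubated with compound 10 min at room temperature, then reacted with 9 uM (final) fluorogenic HMU-PC substrate for 60 min at 37 C. Stop solution raises pH to 10; fluorescence read at Ex 386/Em 447 nm.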
PKM2 act: activators of human pyruvate kinase M2 | Potency, µM (top dose mostly 57.5 µM), inactives show top-dose activation, hits mostly activators | actives 0.34% (n = 260,000) | P14618 | purified PKM2, Kinase-Glo ATP luminescence, activation; response scale: 0% is enzyme alone, no compound | AID 1631; also: potency is read from the fitted curve at half-maximal effect; % is scaled to controls: 0 for no effect and ±100 for the full control effect; nearly all actives have a fitted effect of over 55% in size
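ATP formation by purified human PK-M2, quantified via coupled luciferase luminescence after 1 h at room temperature with 0.1 mM ADP and 0.5 mM PEP final.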
Mito fusion yeast: mitochondrial division inhibition or fusion activation. AID 485298. S. cerevisiae fusion-defective mutant growth rescue, CellTiterGlo 48 h. Potency, µM (titrated, usually from 46.1 µM), for inactives: at the top dose growth rescue (activation), usual class: activators. actives 0.23% (n = 320,000);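 also: potency is read from the fitted curve at half-maximal effect; % of control where 0% means no effect; nearly all actives have a fitted effect of over 45% in size; temperature-sensitive fusion mutants such as fzo1-1 at 37 °C on non-fermentable ethanol glycerol medium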
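S. cerevisiae fusion-defective temperature-sensitive mutants (e.g. fzo1-1, mgm1-5) grown 48 h at 37C in YPEG (ethanol/glycerol non-fermentable) medium with 23 nl compound per well; growth rescue read as CellTiterGlo luminescence.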
MBNL1 CUG block: blocks human MBNL1 binding to CUG repeat RNA. TR-FRET MBNL1-His/biotin-(CUG)12 binding, 665/545 ratio. Q9NR56. actives 0.036% (n = 280,000). AID 2675. Potency, µM (highest dose often 57.5 µM), without a hit: top-dose activity change, negative = inhibition, hits mostly inhibitors; active = well fitted inhibition curve with a large enough effect in the signal ratio, with a control signal flat, not every such curve was filed as active; inconclusive = small, poorly fitted or top-dose-only effect, or effect the other way, or a change in a side signal; inactive = no such curve, though single readings can be large or run the other way; the % refers to the signal ratio; also: potency is read from the fitted curve at half-maximal effect; % is scaled to controls: 0 for no effect and ±100 for the full control effect
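Inhibition of protein-RNA binding appears as loss of TR-FRET between terbium anti-His antibody on MBNL1-His and streptavidin-XL665 on biotin-(CUG)12. Activity is normalized to buffer-only and uninhibited-complex controls.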
Eya2 phos inh: blocks the phosphatase activity of human Eya2 | O00167 | recombinant Eya2, OMFP fluorescence dephosphorylation (OMFP is methylfluorescein phosphate) | Potency, µM (titrated, usually from 76.9 µM), inactives show at the highest dose activity, negative = inhibition, most hits filed as inhibitors | actives 0.006% (n = 330,000) | AID 488837; also: potency is read from the fitted curve at half-maximal effect; % is scaled to controls: 0 for no effect and ±100 for the full control effect
Target sequence (O00167 whole entry, looked up): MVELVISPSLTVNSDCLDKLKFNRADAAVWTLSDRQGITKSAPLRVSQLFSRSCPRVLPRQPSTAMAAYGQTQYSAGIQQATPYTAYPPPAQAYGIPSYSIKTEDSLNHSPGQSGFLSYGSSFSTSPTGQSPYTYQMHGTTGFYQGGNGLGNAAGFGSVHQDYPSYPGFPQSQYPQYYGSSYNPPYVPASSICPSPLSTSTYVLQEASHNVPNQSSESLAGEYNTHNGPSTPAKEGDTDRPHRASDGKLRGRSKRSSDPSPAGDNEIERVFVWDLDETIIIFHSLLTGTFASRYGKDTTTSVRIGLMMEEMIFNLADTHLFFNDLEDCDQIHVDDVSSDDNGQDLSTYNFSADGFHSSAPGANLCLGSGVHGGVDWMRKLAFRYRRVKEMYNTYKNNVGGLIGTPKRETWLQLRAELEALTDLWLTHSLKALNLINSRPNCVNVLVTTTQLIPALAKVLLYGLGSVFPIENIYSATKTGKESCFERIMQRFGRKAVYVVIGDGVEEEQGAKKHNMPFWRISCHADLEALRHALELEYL
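Eya2 protein (added as 0.2 uM solution) was preincubated with compound for 10 min at ambient temperature in 50 mM HEPES pH 7.5, 50 mM NaCl, 5 uM MgCl2, 0.05% BSA, 1 mM DTT. OMFP (added at 50 uM) then reacted 10 min; fluorescence read at 485/525 nm.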
Menin-MLL TR inh: displaces Texas Red mutant MLL peptide from human menin. Menin + Texas Red MLL mutant peptide, fluorescence polarization. Potency, µM (titrated, usually from 61.6 µM), without a hit: at the top dose FP activity change, negative = inhibition, actives largely listed as inhibitors. actives 0.23% (n = 270,000). AID 1768; active = well fitted inhibition curve with a large enough effect in the polarisation, with a control signal flat, not every such curve was filed as active; inconclusive = small, poorly fitted or top-dose-only effect, or effect the other way, or a change in a side signal; inactive = no such curve, though single readings can be large or run the other way; the % refers to the polarisation; also: potency is read from the fitted curve at half-maximal effect; % of control where 0% means no effect; many of its hits are not listed in these tables
hERG WT inh: KCNH2 (human, wildtype) channel inhibition; Q12809; actives 0.37% (n = 340,000); AID 720551; U2OS, BacMam KCNH2, thallium flux FluxOr; stronger effect = lower value; activity change, % at 1.84 µM;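 active = maximum activity change below -70%; inconclusive = maximum activity change between -70% and -50%; inactive = maximum activity change above -50%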; also: % is scaled to controls: 0 for no effect and ±100 for the full control effect
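U2OS cells transduced with wild-type KCNH2 virus are loaded with FluxOr dye for 45 min, and thallium flux is measured in kinetic reads before and after stimulation buffer. Rate constants are normalized to DMSO controls.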
USP2a inh: inhibitors of human ubiquitin-specific protease USP2a. O75604. AID 463254. USP2 core, Ub-CHOP2 coupled fluorogenic reporter, 485/531. Potency, µM (highest dose often 38.3 µM), inactives show at the top dose activity change, negative = inhibition, hits mostly inhibitors. actives 0.01% (n = 330,000);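 also: potency is read from the fitted curve at half-maximal effect; plate controls were DMSO wells for no effect and full inhibition by NEM control for full effect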
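Cell-free coupled assay: 10nM USP2 core preincubated 30min RT with compound in Tris-HCl pH 8.0/CaCl2/CHAPS buffer, then 25nM Ub-CHOP2 and 25nM reporter substrate; fluorescence (Ex 485/Em 531) read after 60min RT, normalized to NEM inhibition, concentration-response curves fitted.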
GALK inhibitor: inhibitors of human galactokinase; P51570; Purified GALK, Kinase-Glo residual ATP luminescence; Potency, µM (titrated, usually from 57.5 µM), for inactives: top-dose activity change, negative = inhibition, usual class: inhibitors; actives 0.007% (n = 270,000); AID 1868; also: potency is read from the fitted curve at half-maximal effect; % is scaled to controls: 0 for no effect and ±100 for the full control effect
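Luminescence from leftover ATP (Ultra-Glo luciferase/luciferin) served as read-out after a 1 h room-temperature reaction of 5 nM GALK with 35 uM ATP and 100 uM galactose.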
BCR signal inh: chronic active BCR signaling inhibition. ABC-DLBCL IkBa-CBG/CBR reporter, luminescence ratio, 4 h. Potency, µM (top dose mostly 46.1 µM), for the others: top-dose ratio change, negative = lower green/red ratio, usual class: inhibitors. actives 0.05% (n = 340,000); active = well fitted inhibition curve with a large enough effect in the signal ratio, with a control signal flat, not every such curve was filed as active; inconclusive = small, poorly fitted or top-dose-only effect, or effect the other way, or a change in a side signal; the % refers to the signal ratio;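 also: potency is read from the fitted curve at half-maximal effect; plate controls were basal doxycycline-induced cells for no effect and cells given 10 µM MG132 for full effect; MG132 reads +100%, hits lower the ratio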
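Doxycycline induced both beetle luciferases in TMD8 lymphoma cells; IKK-driven degradation limits the IkappaBalpha-fused green signal, while red luminescence normalises for cell number and nonspecific effects. Compounds tested up to 46 uM, 4 hrs.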
An asterisk follows results filed as active; ? = inconclusive; / = no result given; [ ] = remark or other dose. Unless noted, calls follow the shape of the dose curve; as a rule, active = well fitted curve in the direction sought with a large enough effect; inconclusive = small, poorly fitted or top-dose-only effect, or another doubt; inactive = no such curve, though single readings can be large; an effect the other way counts as inactive or inconclusive.

1: Cc1cccc(OCCCC(=O)NNC(=O)c2cccc(N(C)C)c2)c1
2: COc1ccc(Cn2nnnc2C(c2ccc(F)cc2)N2CCN(C3CCCC3)CC2)cc1 (stereo unspecified)
3: C=CCN1N=C(/C=C/c2ccc(C)cc2)CCC1=O
4: COc1ccc(CCC(=O)NNC(=O)Nc2ccccc2Cl)cc1
5: Cc1ccc([C@H]2C(C(=O)O)=CC[C@@H](c3ccc(C)cc3)N2S(=O)(=O)c2ccc(C)cc2)cc1
6: CC(=O)Oc1ccc2ccccc2c1C(NC(=O)Cc1ccccc1)c1ccc(Cl)cc1 (stereo unspecified)
7: Cc1cccnc1NC(=O)C1CCN(S(=O)(=O)c2c(C)noc2/C=C/c2ccco2)CC1
8: Cc1ccc(Sc2ccc(NC(=O)c3ccc(S(C)(=O)=O)cc3Cl)cc2)cc1
Assay by compound	1	2	3	4	5	6	7	8
TSHR antagonist	-14	-8	17	14	13	-12	9	9
S-ASM inh	2%	0%	4%	5%	-14%	-12%	1%	-10%
PKM2 act	/	3%	3%	0%	/	0%	1%	-1%
Mito fusion yeast	/	2%	-4%	-1%	/	2%	-10%	-2%
MBNL1 CUG block	/	-12%	/	-6%	/	-7%	/	18%
Eya2 phos inh	4%	12%	-8%	-19%	-8%	-27%	-13%	10%
Menin-MLL TR inh	/	-14%	-16%	25%	/	4%	-10%	?
hERG WT inh	-20	29	2	4	-5	1	-3	2
USP2a inh	3%	4%	1%	3%	-4%	-5%	2%	-1%
GALK inhibitor	/	6%	1%	0%	/	-2%	1%	0%
BCR signal inh	?	0%	?	-1%	0%	?	-9%	-8%

Full records from above. Order of values: TSHR antagonist, S-ASM inh, PKM2 act, Mito fusion yeast, MBNL1 CUG block, Eya2 phos inh, Menin-MLL TR inh, hERG WT inh, USP2a inh, GALK inhibitor, BCR signal inh
Profile of `Cc1ccc([C@H]2C(C(=O)O)=CC[C@@H](c3ccc(C)cc3)N2S(=O)(=O)c2ccc(C)cc2)cc1` → 13, -14%, /, /, /, -8%, /, -5, -4%, /, 0%
Profile of `Cc1cccc(OCCCC(=O)NNC(=O)c2cccc(N(C)C)c2)c1` → -14, 2%, /, /, /, 4%, /, -20, 3%, /, ?
Profile of `Cc1cccnc1NC(=O)C1CCN(S(=O)(=O)c2c(C)noc2/C=C/c2ccco2)CC1` → 9, 1%, 1%, -10%, /, -13%, -10%, -3, 2%, 1%, -9%

The listing continues:
9: Cc1cc(C(=O)Nc2cccc3ncccc23)no1
10: Cc1ccc(NC(=O)CN(C)C(=O)C(c2ccccc2)c2ccccc2)cc1
11: Cc1ccc(S(=O)(=O)N(C)c2ccc(C(=O)O)cc2)cc1
12: CCN(CC(=O)NC1CCS(=O)(=O)C1)c1ccc([N+](=O)[O-])cc1C#N (stereo unspecified)
13: Cc1cccc(CNC(=O)C(C)n2nc(C)c3c(C)n(-c4ccccc4)nc3c2=O)c1 (stereo unspecified)
14: CN1C2C=C(N(CCc3ccccc3)C(=O)c3ccc(Cl)cc3)CC1CC2 (stereo unspecified)
15: CC1C(=O)CCN(C(C)C)C1C (stereo unspecified)
16: COc1ccc(NC(=O)CCC(=O)Nc2cc(OC)c(NC(=O)c3ccco3)cc2OC)c(OC)c1
Assay by compound	9	10	11	12	13	14	15	16
TSHR antagonist	10	17	-11	0	1	2	40	-3
S-ASM inh	5%	-1%	3%	-3%	-1%	3%	2%	-1%
PKM2 act	-9%	/	-1%	/	/	-3%	-14%	/
Mito fusion yeast	-2%	1%	-1%	1%	-6%	-2%	-4%	6%
MBNL1 CUG block	5%	/	-3%	/	-5%	-3%	-3%	-2%
Eya2 phos inh	8%	3%	1%	-13%	-6%	1%	4%	-23%
Menin-MLL TR inh	-2%	/	-11%	/	/	?	12%	0%
hERG WT inh	3	-5	-1	-2	15	8	12	-1
USP2a inh	0%	-5%	5%	-3%	3%	0%	1%	-4%
GALK inhibitor	0%	/	3%	/	4%	-1%	-1%	11%
BCR signal inh	?	-5%	3%	0%	-3%	-5%	2%	13%

17: COc1cccc(-n2cc3c(=O)n(C)c(=O)n(C)c3c2)c1
18: CCn1c(CCCOc2ccc(Cl)cc2Cl)nnc1SCC(=O)Nc1cccc(F)c1
19: Cc1ccc(-n2c(=S)[nH]c3sc4c(c3c2=O)CCC4)cc1
20: COc1cc2cc(C(C)(C)O)oc(=O)c2cc1OC
21: Cc1ccc(NC(=O)CCCNC(=O)c2ccc(Cl)cc2)c(O)c1
22: CCOC(=O)c1ccc(NC(=O)c2nc[nH]c2C(=O)NCC(=O)OC(C)(C)C)cc1
23: COC(=O)c1ccc(C2C(Oc3ccc(OC)cc3)C(=O)N2CCc2ccc(F)cc2)cc1 (stereo unspecified)
24: COc1ccc(CNc2ccccc2)cc1Br
Assay by compound	17	18	19	20	21	22	23	24
TSHR antagonist	0	2	43	4	14	-5	3	-26
S-ASM inh	3%	-3%	-1%	-1%	1%	-22%	-2%	-2%
PKM2 act	-5%	-4%	-1%	/	3%	-2%	1%	-4%
Mito fusion yeast	-1%	-2%	20%	2%	-1%	16%	2%	15%
MBNL1 CUG block	11%	0%	8%	/	1%	7%	4%	?
Eya2 phos inh	7%	-8%	3%	4%	-7%	-5%	4%	6%
Menin-MLL TR inh	-10%	?	-2%	/	?	/	-13%	-8%
hERG WT inh	-2	-4	7	/	12	/	3	8
USP2a inh	3%	2%	-5%	0%	2%	-2%	4%	2%
GALK inhibitor	1%	3%	2%	/	-8%	-2%	-1%	-1%
BCR signal inh	0%	0%	3%	-7%	?	?	-4%	?

25: CCc1cc(C(=O)NNC(=S)Nc2cccc(C)c2)cs1
26: Cc1[nH]n(-c2ccccc2)c(=O)c1C=Nc1ccc(S(=O)(=O)NC(N)=O)cc1
27: COc1ccc(S(=O)(=O)NC(CC(=O)NCc2ccco2)c2ccco2)cc1 (stereo unspecified)
28: Cc1cccc(/C=C/c2onc(C)c2S(=O)(=O)N2CCC(C(=O)NC(C)(C)C)CC2)c1
29: CCOC(=O)c1cn[nH]c1NC(=S)Nc1ccccc1
30: Cc1cc(NC(=O)CSc2ccccn2)no1
31: CCOC(=O)Cc1csc(NC(=O)c2ccc(Br)cc2)n1
32: COc1ccc(C(=O)C2CCCN(S(=O)(=O)c3ccc(C(C)=O)cc3)C2)c(C)c1 (stereo unspecified)
33: Cc1onc(-c2ccccc2)c1C(=O)Nc1nnc(C(C)C)s1
34: CCn1cc(C(=O)N2CCCC2)c(=O)c2cc(S(=O)(=O)N3CC(C)CC(C)C3)ccc21 (stereo unspecified)
35: C=CCN1C(=O)C(=O)N(Cc2nc3ccccc3s2)C1=O
Assay by compound	25	26	27	28	29	30	31	32	33	34	35
TSHR antagonist	-10	5	-2	10	25	3	-29	-31	-7	2	-3
S-ASM inh	-2%	8%	4%	51%	0%	3%	0%	-3%	0%	1%	3%
PKM2 act	4%	-12%	1%	-1%	-5%	/	-5%	/	1%	0%	/
Mito fusion yeast	27%	0%	-5%	-3%	-1%	22%	4%	-14%	3%	-6%	-4%
MBNL1 CUG block	5%	11%	-12%	3%	-9%	3%	2%	-5%	-3%	-1%	7%
Eya2 phos inh	-2%	2%	10%	-3%	14%	4%	-5%	-5%	-15%	-1%	5%
Menin-MLL TR inh	-17%	/	6%	12%	/	2%	37%[activator]	0%	-17%	0%	-29%
hERG WT inh	-8	-2	5	-8	-2	/	-14	-5	3	-10	-4
USP2a inh	-2%	2%	1%	1%	-4%	0%	-1%	-1%	4%	0%	0%
GALK inhibitor	0%	/	0%	/	6%	8%	1%	-1%	-2%	15%	0%
BCR signal inh	?	?	5%	-9%	?	?	?	-1%	-5%	?	18%

This is a subset, so the mix of outcomes need not match the whole.
